# Screening data from PubChem.
# P. falciparum M1AAP – P. falciparum M1AAP inhibitors, biochemical, fluorogenic H-Leu-NHMec substrate, 1536-well (AID 1445); recombinant M1AAP, H-Leu-NHMec fluorogenic kinetic assay; higher % means a stronger effect; inhibition, % at 30 µM; hits with a dose series show IC50 in µM; hit rate 0.42% among 220,000;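 active means primary inhibition above the hit cutoff, then over 50% inhibition at one or more dose response concentrations, cut at about 23% in these data, passing the limit was not always enough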;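 further: plate controls were DMSO full reaction for no effect and no enzyme background for full effect; strong numbers were not always called active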
# CSM14.1 death rescue – rescue of cells from ER stress-induced death, primary screen, 384-well, CSM14.1, thapsigargin, ATP luminescence (AID 1222); CSM14.1 thapsigargin-induced death rescue, ATP luminescence; higher % means a stronger effect; one-dose cellular ATP content (survival), % at 20 µM; EC50 in µM for titrated hits; 190,000 tested, under 10 active;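 active means EC50 below 50 µM in the dose-response confirmation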;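 further: death triggered by thapsigargin at about 15 µM added after 2 h compound pretreatment; cell ATP read after overnight thapsigargin exposure of roughly 18 to 22 hours; normalized against plate controls of thapsigargin alone and 5% DMSO vehicle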
# LYP inhibition – PTPN22 lymphoid phosphatase activity blockers – biochemical, fluorescence intensity, uHTS (AID 1779). recombinant LYP phosphatase, fluorescence intensity; higher % means a stronger effect. one-dose inhibition, % at 11.5 µM; IC50 in µM for titrated hits. hit rate 0.054% among 290,000;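 further: plate controls were vehicle with enzyme for no effect and no enzyme for full effect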
# SIAH1 antagonists – blockers of Siah-1 interaction with plectin peptide – biochemical, fluorescence polarization, rhodamine-plectin, uHTS, primary screen (AID 1817). Siah-1 / rhodamine-plectin peptide fluorescence polarization; higher % means a stronger effect. displacement, % at 20 µM, or IC50 in µM where a hit was titrated. hit rate 0.02% among 290,000;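 active means displacement of at least 50% at 20 µM, with a fluorescence ratio check between 0.3 and a set limit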;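 further: plate controls were Siah plus tracer with DMSO for no effect and tracer alone without Siah for full effect; strong numbers were not always called active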
# HEK293 NOD2/NF-kB – inhibition of NOD2-driven NF-kB reporter – cell-based, luminescence, uHTS, HEK293 (AID 1566). HEK293 NOD2/NF-kB luciferase reporter, luminescence; higher % means a stronger effect. inhibition, % at 4 µM, or EC50 in µM where a hit was titrated. hit rate 0.63% among 290,000; further: many of its hits are not listed in these tables
# XIAP antagonists – small molecules displacing peptide from XIAP – biochemical, IAP family, fluorescence polarization (AID 1018) | one-dose displacement, % at 20 µM; IC50 in µM for titrated hits | hit rate 0.007% among 200,000 | XIAP BIR domain, fluorescence polarization peptide displacement; higher % means a stronger effect; in the data active means displacement above about 50%; further: a part of the inactive calls stands beside numbers as strong as those of hits
# AID2073 – disruptors of CaV2.2 binding to Mint1 – biochemical, HTRF (AID 2073); one-dose inhibition, % at 20 µM; IC50 in µM for titrated hits; HTRF protein-protein interaction, Mint1-CaV2.2; higher % means a stronger effect; hit rate 0.19% among 290,000; in the data active means inhibition mostly above about 51%, no sharp cut-off; further: some results filed as inactive read as strong as hits
# Hep lipid drop – modulators of hepatic lipid droplet formation | AML12 mouse hepatocytes, oleate lipid droplets, BODIPY imaging | hit rate 0.4% among 240,000 | AID 1656 | inhibition, % at 6.5 µM;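 active means lipid droplet intensity inhibited by at least 50%, with more than 500 cells counted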
#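 Material – AML12 mouse liver cells · Also added – oleate loading, 100 µM · Compound dosing – 6.5 µM single-point dosing · Times – overnight treatment with compound plus oleate · Measured by – fluorescence imaging, 20x objective, two fields per well · Read-out – percent inhibition of filter-corrected integrated lipid droplet intensity per well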
# M17LAP inhibition – P. falciparum M17LAP inhibitors, primary screen, biochemical, fluorogenic H-Leu-NHMec substrate, 1536-well (AID 1619); recombinant M17LAP, H-Leu-NHMec fluorogenic kinetic assay; higher % means a stronger effect; one-dose inhibition, % at 30 µM; IC50 in µM for titrated hits; hit rate 0.38% among 220,000;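 active means compound inhibiting the enzyme by more than half at any dose during confirmatory dose-response retesting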;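 further: plate controls were full reaction with DMSO carrier for no effect and no enzyme background for full effect; strong numbers were not always called active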
# Hep lipid drop cells 6.5 µM – recorded beside Hep lipid drop, whose call it bears; cell count; measured here: cell count, cytotoxicity flag;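 cells counted across two imaged fields per well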
# Starred values were filed as active, the others as inactive; . = not tested or not shown. Unless noted, no stated cut-off is given here; in the data, active means inhibition above about 50%; inactive means the rest. The list is partial; the hit share may differ from the screen's.
# Start of the listing, in advance (7 entries):
No.	SMILES	SIAH1 antagonists	M17LAP inhibition	P. falciparum M1AAP	CSM14.1 death rescue	Hep lipid drop	XIAP antagonists	Hep lipid drop cells 6.5 µM	HEK293 NOD2/NF-kB	LYP inhibition	AID2073
1	CNC(=O)c1[nH]cnc1C(=O)Nc1cccc(OC)c1	0.1%	-5.9%	19.7%	-3.5%	15.9	1.8%	773	-13.9%	1.9%	-2.6%
2	CC(C)N=C(NS(=O)(=O)c1cccs1)c1ccccc1	-0.7%	.	.	.	1.2	.	805	2.9%	-10.1%	14.1%
3	C=CCOc1c(Cl)cc(CNCCCN2CCOCC2)cc1OC	8.4%	.	.	.	.	.	.	-9.0%	-12.7%	-2.7%
4	Cc1ccc(N(CC(=O)NCc2ccccn2)S(=O)(=O)c2ccccc2)cc1Cl	8.5%	.	.	.	19.5	.	714	3.0%	-7.0%	7.5%
5	CC(=O)OCC(OC(C)=O)C(OC(C)=O)C(OC(C)=O)C(=O)Nc1ccccc1 (stereo not drawn)	1.1%	6.6%	-0.2%	-0.1%	2.9	10.4%	488	11.3%	-6.7%	-4.3%
6	Cc1ccc(S(=O)(=O)NC2CCOC(C)(C)C2)cc1 (stereo not drawn)	0.9%	6.0%	-6.2%	-3.2%	0.2	0.0%	790	17.7%	-8.7%	-0.9%
7	COc1cc2c(cc1NC(=O)CSc1nnc(Cc3cccs3)n1C)oc1ccccc12	-2.1%	-4.4%	3.8%	-1.9%	1.1	-5.0%	643	0.7%	-2.8%	8.6%

# Main list, from the first entry:
No.	SMILES	SIAH1 antagonists	M17LAP inhibition	P. falciparum M1AAP	CSM14.1 death rescue	Hep lipid drop	XIAP antagonists	Hep lipid drop cells 6.5 µM	HEK293 NOD2/NF-kB	LYP inhibition	AID2073
1	CNC(=O)c1[nH]cnc1C(=O)Nc1cccc(OC)c1	0.1%	-5.9%	19.7%	-3.5%	15.9	1.8%	773	-13.9%	1.9%	-2.6%
2	CC(C)N=C(NS(=O)(=O)c1cccs1)c1ccccc1	-0.7%	.	.	.	1.2	.	805	2.9%	-10.1%	14.1%
3	C=CCOc1c(Cl)cc(CNCCCN2CCOCC2)cc1OC	8.4%	.	.	.	.	.	.	-9.0%	-12.7%	-2.7%
4	Cc1ccc(N(CC(=O)NCc2ccccn2)S(=O)(=O)c2ccccc2)cc1Cl	8.5%	.	.	.	19.5	.	714	3.0%	-7.0%	7.5%
5	CC(=O)OCC(OC(C)=O)C(OC(C)=O)C(OC(C)=O)C(=O)Nc1ccccc1 (stereo not drawn)	1.1%	6.6%	-0.2%	-0.1%	2.9	10.4%	488	11.3%	-6.7%	-4.3%
6	Cc1ccc(S(=O)(=O)NC2CCOC(C)(C)C2)cc1 (stereo not drawn)	0.9%	6.0%	-6.2%	-3.2%	0.2	0.0%	790	17.7%	-8.7%	-0.9%
7	COc1cc2c(cc1NC(=O)CSc1nnc(Cc3cccs3)n1C)oc1ccccc12	-2.1%	-4.4%	3.8%	-1.9%	1.1	-5.0%	643	0.7%	-2.8%	8.6%
8	Cc1cccc(N(CC(=O)NCCSc2ccccn2)S(=O)(=O)c2ccccc2)c1	5.9%	5.5%	0.8%	-0.5%	-60.2	-4.9%	647	5.6%	-2.6%	21.7%
9	CC1(C)CC(=O)c2sc(NC(=O)c3ccco3)nc2C1	2.5%	20.1%	12.4%	-2.6%	.	-1.3%	.	-44.7%	1.2%	10.2%
10	O=C(CN1CCCCC1)Nc1ccc(NC(=O)c2ccc(Cl)cc2)cc1Cl	-0.4%	0.1%	2.2%	1.2%	.	-0.7%	.	12.1%	-0.8%	12.8%
11	COC(=O)c1ccccc1NC(=O)NCc1c(C)nn(C)c1C	1.6%	8.4%	1.2%	-4.8%	4.9	-14.9%	698	26.5%	-7.8%	-13.2%
12	Cc1cc(NC(=O)c2c(F)c(F)c(F)c(F)c2F)no1	-0.3%	9.3%	-0.1%	-1.4%	-17.1	-10.8%	716	-22.0%	-7.8%	2.5%
13	CCOc1cc(/C=C2\NC(=O)NC2=O)cc([N+](=O)[O-])c1O	-5.7%	22.4%	14.3%	.	8.0	.	718	9.8%	2.1%	-17.1%
14	CC(=O)c1cc(-c2ccc(F)cc2)n(CCC(=O)Nc2cccnc2)c1C	-6.1%	8.2%	5.1%	-1.4%	45.2	-2.9%	804	16.8%	-7.1%	6.5%
15	Cc1cc2c(cc1S(=O)(=O)N1CC(C)CC(C)C1)OCC(=O)N2 (stereo not drawn)	2.8%	.	.	.	-5.0	.	730	12.2%	-6.7%	0.5%
16	CCOC(=O)c1sc(N(Cc2ccccc2)C(=O)COC(=O)c2ccccc2O)nc1C	-2.2%	-4.3%	2.8%	-3.1%	-0.1	-10.5%	553	-30.4%	2.6%	-3.3%
17	Cn1c(=O)[nH]c(=O)c2c1nc(N1CCCCCC1)n2CCSc1nc2ccccc2[nH]1	1.5%	6.7%	-4.3%	-1.2%	.	-2.7%	.	-6.4%	2.9%	2.2%
18	Cc1cc(/C=N/n2cnnc2)c(C)n1-c1ccc(OCc2ccc(F)cc2)cc1	2.1%	0.7%	3.4%	-2.2%	.	-0.4%	.	-3.6%	-0.3%	-5.0%
19	O=C(Nc1cccc(-c2cc3ccccc3oc2=O)c1)c1ccc(Br)o1	1.5%	9.6%	4.9%	1.2%	9.9	-6.2%	703	13.7%	-8.3%	-2.4%
20	CCn1c(SCC(=O)NC(=O)c2ccccc2OC)nc2ccccc21	-5.3%	.	.	.	-4.9	.	674	8.0%	-7.9%	2.9%
21	O=C(CN(C(=O)Cn1nnc(-c2ccc(F)cc2)n1)c1cnc2ccccc2c1)NCC1CCCO1 (stereo not drawn)	5.3%	16.3%	12.7%	1.3%	1.4	-0.5%	459	17.7%	-3.6%	2.4%
22	CCOc1ccccc1NC(=O)C1C2CCC(O2)C1C(=O)O (stereo not drawn)	1.5%	.	.	.	6.6	.	840	9.4%	-5.3%	-2.9%
23	COC(=O)CCCNC(=O)c1ccc(OC2CCN(CCc3ccccc3)CC2)cc1	-4.9%	0.8%	0.5%	-2.2%	-9.0	-8.1%	672	-3.8%	-5.3%	42.6%
24	CCN1CCCC1CNCC(O)COc1ccc(C(C)(C)C)cc1C (stereo not drawn)	3.6%	-7.7%	-4.7%	0.0%	-8.0	-2.0%	689	4.7%	-5.5%	2.4%
25	Cn1cnc(S(=O)(=O)Nc2ccc(Cl)c(C(F)(F)F)c2)c1	3.5%	.	.	.	-0.3	.	768	29.1%	-14.2%	14.7%
26	COc1ccc(S(=O)(=O)Nc2ccc(NC(C)=O)cc2)cc1[N+](=O)[O-]	-2.7%	-8.8%	2.7%	-0.5%	11.3	0.2%	692	9.8%	-7.4%	-2.5%
27	CCCCn1c(/C=N/Nc2nc3ccccc3[nH]2)nc2ccccc21	-17.9%	4.0%	-8.7%	1.6%	-52.8	-6.2%	518	-14.5%	3.1%	22.3%
28	Cc1ccc(NC(=S)NN(C)c2cc(C)nc(C)n2)cc1	-9.6%	-1.9%	2.5%	-2.6%	-22.1	-10.1%	655	28.9%	2.2%	-35.8%
29	Cc1ccc(S(=O)(=O)N(CC(=O)O)c2ccc(Cl)c(C(F)(F)F)c2)cc1	6.9%	-9.0%	-1.4%	0.1%	-5.1	-4.1%	705	13.6%	-3.0%	1.7%
30	CCn1c(Cc2ccccc2)nnc1SCC(=O)Nc1ccc(OC)cc1	-1.5%	28.0%	-1.2%	-1.5%	20.2	3.8%	795	5.3%	-0.8%	21.0%
31	Cn1c(=O)[nH]c(=O)c2c1nc(N1CCCCCC1)n2CC(=O)c1ccccc1	1.5%	.	.	-2.3%	.	-2.9%	.	-11.8%	5.1%	7.6%
32	CCC(CNc1cc(OC)cc2cccnc12)NC1CCCCC1 (stereo not drawn)	113.1%	14.2%	5.6%	.	-1.3	.	384	74.6%*	-1.7%	18.9%
33	CC(C)Nc1ccc(C(CC(N)=O)NC(=O)Cc2ccc(Cl)cc2)cc1[N+](=O)[O-] (stereo not drawn)	8.9%	1.0%	3.9%	.	-3.1	.	716	-30.5%	-5.6%	7.7%
34	Cc1ccccc1-c1noc(-c2ccccc2C(=O)O)n1	1.4%	8.0%	1.8%	.	-20.7	.	752	-3.5%	-2.8%	10.2%
35	Cc1ccccc1N1CCN(C2CCCN(C(=O)c3ocnc3C)C2)CC1 (stereo not drawn)	11.2%	.	.	.	7.8	.	663	-6.3%	-6.3%	24.5%
36	CC(=O)Nc1cc2cc(NS(=O)(=O)c3ccc(Cl)cc3)ccc2oc1=O	10.6%	4.8%	-1.1%	.	-0.9	.	740	12.5%	-3.0%	48.3%
37	COC(=O)Cc1c(C)c2ccc(OC(=O)c3ccco3)cc2oc1=O	2.8%	-39.6%	13.5%	1.4%	4.9	-6.6%	768	5.8%	-8.4%	19.7%
38	CC(C)CNC(=O)c1cccc(NC(=O)Cc2ccc(Cl)cc2)c1	1.3%	-12.6%	-2.2%	2.3%	9.2	-5.1%	671	-8.9%	-6.3%	5.4%
39	Cc1cc(=O)oc2cc(Oc3ccc([N+](=O)[O-])cc3[N+](=O)[O-])ccc12	-3.9%	-12.8%	5.6%	-0.2%	16.8	0.7%	707	-16.2%	-8.6%	9.6%
40	Cc1nnc(-c2cnn(C)c2N)n1Cc1ccccc1	-3.3%	-4.6%	3.2%	7.2%	8.7	-7.2%	810	20.4%	-6.4%	-1.6%
41	Cc1ccc(C)[n+](CC(=O)c2ccc(-c3ccccc3)cc2)c1	-2.3%	9.3%	5.1%	-0.2%	-37.8	12.0%	597	31.4%	-5.1%	4.3%
42	CCCc1nc(SCC(=O)N2CCOCC2)c2c(C)c(C)sc2n1	8.4%	.	.	.	-14.3	.	767	22.7%	-3.3%	-4.4%
43	Cc1nn(-c2ccccc2)c(Cl)c1/C=N/NC(=O)C1COc2ccccc2O1 (stereo not drawn)	-0.1%	8.7%	5.2%	6.4%	5.1	-2.8%	602	-0.7%	6.0%	0.8%
44	CCCCOc1ccc(C2OC34CCCCC3C(C#N)(C#N)C2(C#N)C(=N)O4)cc1 (stereo not drawn)	4.8%	-40.2%	14.8%	-2.9%	-3.0	-1.9%	738	3.9%	-3.7%	-1.0%
45	COc1ccc(CCN2CN(S(=O)(=O)c3ccccc3)c3nc4ccccc4nc32)cc1OC	3.8%	-1.2%	4.2%	2.5%	-20.2	-5.0%	706	8.1%	9.6%	-2.1%
